# CHRM4 PAM = positive allosteric modulators of human muscarinic M4 receptor. activation, % at 3 µM. CHO-K1 hM4/Gqi5, Fluo-8 calcium fluorescence, ACh EC20; 0% = ACh EC20, 100% = maximal ACh. P08173. hit rate 0.4% among 360,000;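 active = activation above its plate's cutoff, the mean activation of sample wells plus 3 SD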; note: some results filed as inactive read as strong as hits
# CHRM4 agonist = CHRM4 agonism in calcium assay. activation, % at 3 µM. hit rate 0.14% among 360,000. P08173. CHO-K1 hM4/Gqi5, Fluo-8 calcium fluorescence; vehicle 0%, full acetylcholine response 100%;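 active = activation above the run mean over all test wells plus 3 SD, cut at about 32% in these data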;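 note: peak over basal fluorescence ratio per well then scaled between controls; 0% = DMSO wells and 100% = acetylcholine at EC100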
# CHRM4 antagonist = CHRM4 antagonism in calcium assay; P08173; CHO-hM4 cells, ACh EC80, Fluo-8 calcium fluorescence; inhibition, % at 3 µM; hit rate 0.73% among 360,000; AID 624125;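 active = inhibition above its plate's cutoff, the mean inhibition of sample wells plus 3 SD, cut at about 27% in these data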;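 note: 0% = acetylcholine EC80 with DMSO and 100% = DMSO without agonist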
# IDE cell inh = inhibitors of human insulin-degrading enzyme in cells; P14735; HEK cells, FAbetaB cleavage, fluorescence polarization; inhibition, % at 5.59 µM; hit rate 0.41% among 320,000;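 active = percent inhibition above the average of all tested compounds plus 3 SD, set per screening campaign, cut at about 16% in these data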;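 note: IDE supplied by intact live HEK cells; FP after avidin binding of uncleaved biotin substrate so inhibition keeps polarization high; 0% = DMSO wells and 100% = 60 µM reference IDE inhibitor Ii1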
# Target sequence (P14735 whole entry, looked up): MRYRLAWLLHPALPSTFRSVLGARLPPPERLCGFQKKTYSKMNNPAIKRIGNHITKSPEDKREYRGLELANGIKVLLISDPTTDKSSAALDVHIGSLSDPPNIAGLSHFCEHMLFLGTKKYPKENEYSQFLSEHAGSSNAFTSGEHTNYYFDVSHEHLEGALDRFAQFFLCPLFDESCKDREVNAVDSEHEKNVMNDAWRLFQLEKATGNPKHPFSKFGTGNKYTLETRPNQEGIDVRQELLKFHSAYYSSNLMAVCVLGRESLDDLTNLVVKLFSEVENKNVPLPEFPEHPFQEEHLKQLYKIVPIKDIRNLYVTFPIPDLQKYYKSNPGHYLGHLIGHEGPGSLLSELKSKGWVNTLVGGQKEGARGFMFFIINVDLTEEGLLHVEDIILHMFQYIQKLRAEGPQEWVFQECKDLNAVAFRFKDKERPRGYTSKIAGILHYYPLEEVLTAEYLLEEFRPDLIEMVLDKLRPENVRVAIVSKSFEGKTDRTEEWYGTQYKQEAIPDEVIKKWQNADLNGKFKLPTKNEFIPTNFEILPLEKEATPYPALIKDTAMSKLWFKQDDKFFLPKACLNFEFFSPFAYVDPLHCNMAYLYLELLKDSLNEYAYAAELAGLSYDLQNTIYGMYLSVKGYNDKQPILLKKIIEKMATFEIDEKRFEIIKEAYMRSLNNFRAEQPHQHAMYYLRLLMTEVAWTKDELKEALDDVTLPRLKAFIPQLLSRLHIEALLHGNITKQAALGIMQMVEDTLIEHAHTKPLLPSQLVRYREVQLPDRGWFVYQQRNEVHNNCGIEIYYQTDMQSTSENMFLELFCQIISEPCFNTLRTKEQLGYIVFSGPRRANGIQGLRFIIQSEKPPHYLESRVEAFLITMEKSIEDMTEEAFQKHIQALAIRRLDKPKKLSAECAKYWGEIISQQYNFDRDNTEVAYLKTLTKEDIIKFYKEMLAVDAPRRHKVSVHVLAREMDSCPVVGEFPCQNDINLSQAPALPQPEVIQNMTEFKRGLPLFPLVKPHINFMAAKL
# CRFBP-R2 block = CRF-BP/CRF-R2 complex antagonism; HEK293 CRF-R2/CRF-BP, CRF-induced calcium fluorescence; inhibition, % at 11.8 µM; hit rate 0.59% among 350,000;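 active = inhibition of the ligand-induced calcium signal above about 50% at the single tested concentration, limit read from the data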
# CHRM5 antagonist = CHRM5 antagonism in calcium assay; P08912; hit rate 0.59% among 360,000; CHO-hM5 cells, Fluo-8 calcium fluorescence, ACh EC80; AID 624040; inhibition, % at 3 µM;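 active = inhibition above a per-plate cutoff, the mean of that plate's test compounds plus 3 SD, cut at about 27% in these data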;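 note: 0% = acetylcholine EC80 with DMSO and 100% = DMSO without agonist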
# CHRM5 agonist = CHRM5 agonism in calcium assay; CHO-K1 hM5 cells, Fluo-8 calcium fluorescence; 0% DMSO wells, 100% maximal acetylcholine response; activation, % at 3 µM; P08912; hit rate 0.19% among 360,000; AID 624037;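 active = activation above the run's mean over test compounds plus 3 SD, cut at about 23% in these data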;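 note: signal is peak over basal fluorescence ratio across the kinetic read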
# CHRM5 PAM = potentiates acetylcholine response at human M5 receptor; P08912; CHO-K1 hM5, Fluo-8 calcium, ACh EC20 PAM; 0% = ACh EC20, 100% = ACh EC100; activation, % at 3 µM; hit rate 0.3% among 360,000; AID 624038;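 active = activation above the run cutoff, the mean activation of all test compounds plus 3 SD, cut at about 18% in these data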
#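 Assay system: CHO-K1 hM5 cells / Incubation: Fluo-8 loading 80 min at 37 °C plus 30 min room temperature / Technique: Fluo-8 calcium dye fluorescence, kinetic read / Repeats: single replicate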
# CRFBP-R2 agonist = agonists of human CRF-binding protein/CRF-R2 receptor complex. HEK293 CRF-R2/CRF-BP, calcium dye fluorescence (FLIPR); percent of saturating CRF peptide response. hit rate 0.46% among 350,000. activation, % at 13.2 µM. AID 588473;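 active = activation of at least 50%, plus an integration ratio under a set limit after plate pattern correction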;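 note: plate controls were neutral control wells without compound for no effect and CRF at EC100 for full effect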
# * marks the source's active call; other numbers are inactive results; nt = no result given.
# Second line of a record – CHRM4 PAM	CHRM4 agonist	CHRM4 antagonist	IDE cell inh	CRFBP-R2 block	CHRM5 antagonist	CHRM5 agonist	CHRM5 PAM	CRFBP-R2 agonist
CCNC(=O)COC(=O)CCC(=O)c1cccs1
→ 1	0	-3	-7	2	6	-2	-1	-2.1
CCCCCOc1ccc(NS(C)(=O)=O)cc1
→ 3	0	-6	-1	8	-2	-6	-4	-1.8
COC(=O)C1=NN(c2ccc(C)cc2)C2(S1)SC(C(C)=O)=C(C)N2c1ccccc1 (stereo unspecified)
→ 0	2	22	3	12	0	-1	21*	-0.9
Cc1noc(C)c1CSCC(=O)Nc1cc(Cl)ccc1N1CCOCC1
→ 0	3	0	-4	-3	27	0	-9	-1.2
CCC(C)/C=C/C1=CC2=C(Cl)C(=O)C3(C)OC(=O)C(C(=O)C(C)C(C)O)C3C2=CO1 (stereo unspecified)
→ -14	6	18	-2	-10	0	0	1	17
COc1cccc(CNC(=O)CN2C(=O)CSc3ccc(S(=O)(=O)N4CCCC4)cc32)c1
→ 1	3	-16	1	0	3	0	0	-2.8
O=C(Nc1ccc2oc(-c3ccccc3)nc2c1)c1ccc2c(c1)OCCO2
→ -14	11	-8	19*	-24	-1	2	-8	3.2
Cc1ccc(C(=O)c2ccccc2C(=O)O)cc1C
→ 1	1	5	-3	12	4	0	5	0.6
OCCN(Cc1ccccc1)Cc1ccccc1F
→ 7	0	9	6	-5	2	-2	-5	0.6
Cc1ccc(C(=O)Nc2cccc(C(=O)N/N=C/c3ccccc3F)c2)cc1
→ -7	9	-3	6	8	13	-3	-9	-1.0
CCC(NC(=O)c1cccc(Cn2nc(C)c([N+](=O)[O-])c2C)c1)c1ccc(C(C)C)cc1 (stereo unspecified)
→ 8	0	-22	6	44	-14	-4	4	11
C=CCSc1nnc(NC(=O)Cc2ccc(OC)c(OC)c2)s1
→ 4	1	-1	5	-11	4	2	-8	-0.4
CCOC(=O)CCCNC(=O)CCCNC(=O)C(c1ccccc1)c1ccccc1
→ -6	1	2	7	-5	7	2	-9	0.8
Nc1c(C(=O)N2CCCC2)sc2nc3c(cc12)CCCCCC3
→ 5	2	-9	4	-5	1	-3	-3	0.3
CC(=O)N/C(=C\c1ccccc1)C(=O)OCc1ccccc1
→ -1	0	-1	-3	8	19	-3	-7	-0.4
O=C(O)c1ccc(-c2cccc([N+](=O)[O-])c2)o1
→ 3	0	8	2	17	10	-3	-4	0.1
Cc1nc2nc(SCc3ccc([N+](=O)[O-])cc3)[nH]c2cc1Br
→ -4	1	-2	-2	-5	-2	0	7	1.2
O=C1C2C3C=CC(C4CC34)C2C(=O)N1/N=C/c1ccc([N+](=O)[O-])s1 (stereo unspecified)
→ -3	0	10	5	3	6	0	1	-1.3
CCOc1ccc(-c2nc(CSCC(=O)NC3CCCc4ccccc43)c(C)o2)cc1 (stereo unspecified)
→ 4	-1	-2	-1	-6	-12	-3	2	-0.2
CCn1cc(C(=O)NC2CCCCCC2)c2cc(OC)c(OC)cc2c1=O
→ -5	3	10	-3	-7	6	-5	-2	-0.1
Cn1cnnc1SCC(=O)Nc1cc(S(=O)(=O)N2CCCCC2)ccc1Cl
→ 5	1	4	3	-5	4	1	-4	1.2
CCn1c(=NC(=O)c2cccc(N3C(=O)CCC3=O)c2)sc2c(C)ccc(OC)c21
→ -3	4	5	8	-23	6	-1	-2	3.4
Cc1ccc(S(=O)(=O)Nc2cc(C)cn(Cc3ccccc3)c2=O)cc1
→ -10	10	3	-2	2	9	0	-7	0.5
O=C(CO/N=C/c1ccc(OC(F)F)cc1)NCc1ccc(F)cc1
→ -7	2	-7	4	8	-8	2	11	-2.4
CCCCNC(=O)C1c2ccccc2OCC(=O)N1CCc1ccc(OC)c(OC)c1 (stereo unspecified)
→ 7	0	4	nt	nt	8	1	-5	nt
Cc1ccc2nc(-c3cccc(Br)c3)c(Cc3ccccc3C(F)(F)F)n2c1
→ 2	-1	-1	nt	nt	9	-5	2	nt
CCOc1cc(N2CCOCC2)c(OCC)cc1NC(=O)Cc1cn2ccsc2n1
→ 1	8	-1	1	22	4	2	-8	6.2
Cc1ccc2c(c1)COc1c3ccc(C(=O)N4CCCCC4)cc3nn1-2
→ 1	3	4	4	-10	9	-5	2	-1.8
COc1ccc(NS(=O)(=O)c2cc(NC(=O)c3cnccn3)ccc2OC)cc1Br
→ -3	5	5	8	-2	5	6	1	-2.6
O=C(CSc1nc2scc(-c3ccco3)c2c(=O)n1-c1ccccc1)NCC1CCCO1 (stereo unspecified)
→ -11	0	22	8	11	9	1	-6	1.6
CC1Cc2ccccc2N1C(=S)NC(=O)C1(C)CC1(Cl)Cl (stereo unspecified)
→ -2	-1	-1	-7	20	7	-3	9	-3.7
Cc1ccc(NS(=O)(=O)Cc2ccccc2)cc1Cl
→ 0	0	-10	8	-13	1	-6	-3	1.0
COc1ccc(OCc2cc(C(=O)N3CCCCCC3)no2)c(Cl)c1
→ 10	5	-7	-1	-18	-3	-3	6	-7.3
COc1ccccc1NS(=O)(=O)c1ccc2oc(SCc3ccc(F)cc3)nc2c1
→ -10	2	10	5	14	6	-2	-6	1.0
Cc1cc(C)n(-c2nc(NCCCO)c3c4c(sc3n2)CCCC4)n1
→ 16	1	0	2	-2	5	-4	2	-2.7
CC12CCC(C(=O)OC3CCCCC3)(OC1=O)C2(C)C (stereo unspecified)
→ 2	0	-7	-7	9	3	4	1	0.9
OCCN1CN=C(Nc2nc3ccccc3o2)NC1
→ 6	0	-5	1	-1	-8	-5	8	3.0
N#CC(C#N)=C(N)CSc1cccc[n+]1[O-]
→ 0	1	3	-2	0	11	0	-8	-1.9
CCOC(=O)N1CCN(C(=O)c2ccc(CNS(=O)(=O)c3ccc(OC)cc3)cc2)CC1
→ 1	1	-7	5	-4	10	1	0	-1.8
O=C(NCC(c1cccs1)N1CCOCC1)c1cc(F)cc(F)c1 (stereo unspecified)
→ 0	1	-6	nt	3	3	0	-3	-1.2

# Compound profiles (already shown).
# Entry for CCCCNC(=O)C1c2ccccc2OCC(=O)N1CCc1ccc(OC)c(OC)c1 (stereo unspecified) → CHRM4 PAM: 7; CHRM4 agonist: 0; CHRM4 antagonist: 4; IDE cell inh: nt; CRFBP-R2 block: nt; CHRM5 antagonist: 8; CHRM5 agonist: 1; CHRM5 PAM: -5; CRFBP-R2 agonist: nt
# Entry for Cc1cc(C)n(-c2nc(NCCCO)c3c4c(sc3n2)CCCC4)n1 → CHRM4 PAM: 16; CHRM4 agonist: 1; CHRM4 antagonist: 0; IDE cell inh: 2; CRFBP-R2 block: -2; CHRM5 antagonist: 5; CHRM5 agonist: -4; CHRM5 PAM: 2; CRFBP-R2 agonist: -2.7

# Arranged by SMILES length (lowest first): part of the list above
# Second line of a record – CHRM4 PAM	CHRM4 agonist	CHRM4 antagonist	IDE cell inh	CRFBP-R2 block	CHRM5 antagonist	CHRM5 agonist	CHRM5 PAM	CRFBP-R2 agonist
N#CC(C#N)=C(N)CSc1cccc[n+]1[O-]
→ 0	1	3	-2	0	11	0	-8	-1.9
Cc1ccc(NS(=O)(=O)Cc2ccccc2)cc1Cl
→ 0	0	-10	8	-13	1	-6	-3	1.0
CC1Cc2ccccc2N1C(=S)NC(=O)C1(C)CC1(Cl)Cl (stereo unspecified)
→ -2	-1	-1	-7	20	7	-3	9	-3.7
O=C(CO/N=C/c1ccc(OC(F)F)cc1)NCc1ccc(F)cc1
→ -7	2	-7	4	8	-8	2	11	-2.4
CCCCNC(=O)C1c2ccccc2OCC(=O)N1CCc1ccc(OC)c(OC)c1 (stereo unspecified)
→ 7	0	4	nt	nt	8	1	-5	nt
COc1ccccc1NS(=O)(=O)c1ccc2oc(SCc3ccc(F)cc3)nc2c1
→ -10	2	10	5	14	6	-2	-6	1.0
CCOC(=O)N1CCN(C(=O)c2ccc(CNS(=O)(=O)c3ccc(OC)cc3)cc2)CC1
→ 1	1	-7	5	-4	10	1	0	-1.8

# Next part:
# Second line of a record – CHRM4 PAM	CHRM4 agonist	CHRM4 antagonist	IDE cell inh	CRFBP-R2 block	CHRM5 antagonist	CHRM5 agonist	CHRM5 PAM	CRFBP-R2 agonist
O=C(Nc1ccccc1Cl)N1CCN(C/C=C/c2ccccc2)CC1
→ -2	1	-15	7	26	2	-8	-5	-4.7
COc1ccc(OC)c(NC(=O)/C=C/c2ccc(S(=O)(=O)N3CCOCC3)cc2)c1
→ -7	2	-4	nt	3	-1	-2	1	0.2
CCCn1c(SCc2ccon2)nc2ccccc2c1=O
→ -1	-1	2	4	10	5	-1	-3	-1.0
Oc1ccc(C(c2nnnn2CCc2ccccc2)N2CCN(c3nc4ccccc4s3)CC2)cc1 (stereo unspecified)
→ 0	0	-6	4	-5	-1	3	4	1.3
O=C(Nc1nc2ccccc2[nH]1)C1CC(=O)N(c2ccc3c(c2)OCCO3)C1 (stereo unspecified)
→ -7	3	-1	1	-36	-8	-1	4	2.2
O=C(COC(=O)CSc1ccccc1)NC1CCS(=O)(=O)C1 (stereo unspecified)
→ 4	0	-20	nt	-19	2	1	0	1.6
O=C(/C=C/c1ccccc1Cl)NNC(=O)c1cccs1
→ -4	1	0	-1	-16	-2	-4	-8	0.2
CC1CN(C(=O)c2cc(-c3ccncc3)nc3ccccc23)CC(C)O1 (stereo unspecified)
→ 23*	2	-14	0	-11	-3	-4	-4	-0.1
COc1ccccc1CC(=O)NC1CCN(Cc2ccccc2)CC1
→ -8	17	5	7	-4	11	-1	-10	0.7
CC(C)NC(=O)Nc1cccc2c1O[C@H](CN(C)C(=O)Nc1ccccc1)[C@@H](C)CN([C@H](C)CO)C2=O
→ 3	0	-3	-5	-1	8	2	2	-0.4
CCC1=C(Nc2ccccc2)COC1=O
→ 2	0	-1	nt	-4	0	-1	-3	20
Cc1cc(OCc2cc(C(=O)N(C)CCOc3ccccc3)no2)cc(C)c1Cl
→ 4	6	-3	0	-3	0	1	6	9.1
CCc1nc2c(OCc3ccc(C(=O)OC)cc3)cccn2c1N(C)C(=O)C(C)C
→ 5	0	-9	nt	nt	3	-3	-1	nt
CCCc1cc(=O)oc2cc3oc(C)c(C)c3cc12
→ -3	-1	-15	5	1	4	-5	-5	-5.0
N#C/C(=C\C1=C(N2CCOCC2)C(=C\c2ccc(Cl)cc2)/CC1)C(=O)Nc1ccccc1F
→ 2	3	0	6	-37	9	4	-6	0.8
CC(=O)Nc1cccc(C(=O)OCc2csc(CC(=O)Nc3ccccc3C)n2)c1
→ 2	6	-12	-4	4	-4	5	-5	-2.3
CSCC[C@H](NC(=O)[C@@H]1CSC2c3ccccc3C(=O)N21)C(=O)NC1CCCC1 (stereo partly specified)
→ 0	0	6	-3	-3	16	-3	-4	0.2
COc1ccc([N+](=O)[O-])cc1CSc1ccccn1
→ 7	-1	1	-2	-2	7	-7	1	-2.3
NS(=O)(=O)c1cccc(NC(=O)CCc2ccc(S(=O)(=O)N3CCOCC3)cc2)c1
→ 2	-1	-2	nt	-5	6	1	-1	0.6
COc1ccc(CNC(=O)CCCCCn2c(SCC#N)nc3cc4c(cc3c2=O)OCO4)cc1
→ -5	1	14	-5	22	6	1	-2	5.3
O=Cc1cnc(N2CCOCC2)nc1
→ 5	4	0	3	-8	-5	0	3	2.1
